Assay outcomes as filed in PubChem BioAssay.
hERG rescue – hERG (human) protection from proarrhythmic block; 310,000 compounds, 0.51% hits; Q12809; CHO-hERG, FluxOR thallium flux, dofetilide IC70 present; activation (rescue from dofetilide block), less the hit threshold, % at 10 µM;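 active = activation above the mean of controls blocked by dofetilide plus 5 SD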;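 note: thallium influx through hERG after potassium depolarization seen as dye fluorescence rise; in these data hits start at about 4.7%; inactives centre near -7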
KCNQ1 inh – blocks the human KCNQ1 potassium channel; AID 2642; CHO-K1 KCNQ1, FluxOR thallium flux fluorescence; hits give high values; P51787; 310,000 compounds, 1.3% hits; B-score at 10 µM;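 active = compounds whose thallium flux B-score, printed positive for inhibition, exceeds three library SD while starting fluorescence stays within three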;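 note: channel opened by potassium depolarization with thallium stimulus after 20 min compound exposure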
TMEM16A act – mouse TMEM16A channel activation, primary screen; B-score at 10 µM; Q8BHY3; AID 623877; HEK293 TMEM16A/YFP-H148Q/I152L, iodide quench fluorescence; hits give low values; 340,000 compounds, 0.3% hits;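 active = fluorescence-ratio B-score plate-corrected deviation score at least 3 library SD below zero, with starting fluorescence score within 5 deviations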;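 note: channel opened by trigger with iodide after compound preincubation; score built on the fluorescence ratio of max minus min over baseline; more negative score means more quench and so TMEM16A activation or potentiation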
TMEM16A inh – mouse TMEM16A channel inhibition, primary screen | normalized B-score (activity score, 25-100; higher = stronger inhibition) at 10 µM | AID 588511 | HEK293 TMEM16A/YFP iodide influx fluorescence, ionomycin | 310,000 compounds, 1.2% hits;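 active = ratio plate-corrected score three or more library SD toward inhibition, starting fluorescence score within five deviations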;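 note: score derived from kinetic fluorescence span divided by baseline fluorescence per well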
KCNK3 inh – human KCNK3 channel inhibition, primary screen; O14649; CHO-KCNK3 thallium flux, FluxOR fluorescence; hits give low values; B-score at 10 µM; 340,000 compounds, 0.84% hits;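 active = B-score under library mean minus 4 SD, starting fluorescence ratio at most library mean plus 5 SD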;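 note: more negative B-score means stronger inhibition of thallium flux through KCNK3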
Target sequence (O14649 whole entry, looked up): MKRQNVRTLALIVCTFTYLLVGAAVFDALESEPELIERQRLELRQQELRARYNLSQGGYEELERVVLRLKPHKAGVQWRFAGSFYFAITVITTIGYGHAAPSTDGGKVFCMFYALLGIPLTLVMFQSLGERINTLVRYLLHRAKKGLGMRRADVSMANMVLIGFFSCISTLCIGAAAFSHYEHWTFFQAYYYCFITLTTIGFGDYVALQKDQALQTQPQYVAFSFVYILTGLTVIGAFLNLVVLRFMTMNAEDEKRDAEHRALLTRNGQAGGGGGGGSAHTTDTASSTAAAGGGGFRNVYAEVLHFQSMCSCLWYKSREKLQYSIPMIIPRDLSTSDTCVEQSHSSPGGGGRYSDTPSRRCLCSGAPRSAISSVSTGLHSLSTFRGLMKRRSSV
KCNQ1 pot – potentiators or activators of human KCNQ1 potassium channel; P51787; CHO-K1 KCNQ1, thallium flux FluxOR fluorescence; hits give high values; B-score at 10 µM; 310,000 compounds, 0.35% hits; AID 2648;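 active = fluorescence ratio B-score, a plate-corrected score, at least three library SD, with initial intensity B-score within 5 SD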
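Doses: Single concentration per compound, DMSO matched to controls | Test system: KCNQ1-transfected CHO-K1 cells | Timing: 90 min dye loading and 20 min compound exposure, both at room temperature | Measured by: Kinetic FluxOR thallium fluorescence, 10-s 1-Hz baseline, 110-s post-stimulus read | Medium: Assay buffer with matched DMSO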
RGS4 pot – RGS4 potentiation or activation. HEK293 M3R/inducible RGS4, carbachol calcium flux Fluo4; hits give low values. B-score at 10 µM. 310,000 compounds, 0.92% hits;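 active = B-score of the integrated calcium signal more than 4 SD below the library mean, with starting fluorescence not abnormally high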;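 note: negative B-score means reduced calcium response which marks RGS4 activation or potentiation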
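Assay system: HEK293 FlpIn-TREx cells, stable M3R, doxycycline-inducible RGS4 / Probe or stimulus: carbachol, ECmax concentration / Times: overnight RGS4 induction, 30 min dye load 37 °C, 20 min compound RT / Signal: kinetic calcium fluorescence imaging with Fluo4-AM dye, 2 µM / Measure: Agonist-evoked peak-minus-minimum fluorescence over baseline, integrated ratio, B score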
SKKanGAS inh – inhibitors of SKKanGAS S. pyogenes growth in kanamycin (SK-promoter or general growth effect); inhibition, % at 7.5 µM; 300,000 compounds, 1.3% hits; BacTiter-Glo, 6 h;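 active = mean replicate score, as percent of positive control median, at least 50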;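 note: strain carries kanamycin resistance gene driven by streptokinase promoter and grows in 40 µg/ml kanamycin; loss of luminescence reflects streptokinase promoter inhibition or plain growth inhibition; 0% = median of DMSO wells and 100% = positive control at its reference dose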
HDAC3 inh – human HDAC3 inhibition; recombinant HDAC3, fluorogenic peptide/trypsin coupled, fluorescence; O15379; inhibition, % at 8.3 µM; AID 2718; 320,000 compounds, 0.15% hits; in the data active = inhibition above about 26%, passing the limit was not always enough
Target sequence (O15379 whole entry, looked up): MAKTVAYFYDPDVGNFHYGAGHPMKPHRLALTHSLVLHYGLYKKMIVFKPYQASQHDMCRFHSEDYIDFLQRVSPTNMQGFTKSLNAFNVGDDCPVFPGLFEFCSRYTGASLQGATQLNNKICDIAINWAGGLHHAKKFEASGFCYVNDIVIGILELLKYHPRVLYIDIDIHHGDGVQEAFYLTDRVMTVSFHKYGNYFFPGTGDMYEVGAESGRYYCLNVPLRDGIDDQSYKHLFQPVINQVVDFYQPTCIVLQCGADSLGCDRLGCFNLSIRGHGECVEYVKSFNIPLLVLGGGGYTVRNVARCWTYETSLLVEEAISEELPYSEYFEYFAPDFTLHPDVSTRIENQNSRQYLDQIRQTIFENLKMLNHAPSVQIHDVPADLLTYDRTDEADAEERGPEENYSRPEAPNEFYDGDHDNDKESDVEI
RGS4 inh – human RGS4 inhibition; 310,000 compounds, 0.45% hits; B-score at 10 µM; HEK293 M3R/RGS4 inducible, Fluo-4 calcium flux; hits give high values; triggered by carbachol at its EC20; AID 463165; P49798;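 active = B-score, a plate-corrected calcium signal, over three deviations above library mean, with baseline fluorescence within five deviations of library mean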;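 note: RGS4 expression induced by doxycycline in cells with stable M3 receptor; B-score is computed from the integrated fluorescence ratio over baseline after carbachol; higher B-score means a larger calcium signal and so more RGS4 inhibition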
Target sequence (P49798 whole entry, looked up): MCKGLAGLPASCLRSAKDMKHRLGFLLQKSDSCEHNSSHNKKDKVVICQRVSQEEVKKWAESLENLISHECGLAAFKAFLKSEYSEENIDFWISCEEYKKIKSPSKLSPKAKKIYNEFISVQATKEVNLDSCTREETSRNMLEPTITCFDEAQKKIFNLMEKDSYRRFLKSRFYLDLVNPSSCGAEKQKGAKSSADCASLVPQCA
KCNK9 block – inhibitors of human KCNK9 two-pore domain potassium channel | Q9NPC2 | HEK293 KCNK9, FluxOR thallium flux fluorescence; hits give low values | B-score at 10 µM | 310,000 compounds, 1.2% hits | AID 488922;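 active = ratio B-score over 3 SD below the library mean, with starting fluorescence within 5 SD of its mean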;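 note: negative B-score means less thallium flux so channel inhibition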
* marks the source's active call; other numbers are inactive results; i = inactive; . = no result given.

SMILES | hERG rescue | KCNQ1 inh | TMEM16A act | TMEM16A inh | KCNK3 inh | KCNQ1 pot | RGS4 pot | SKKanGAS inh | HDAC3 inh | RGS4 inh | KCNK9 block
CCCc1cc(C(=O)OC)c2ccccc2n1 | -9 | i | i | i | i | i | i | 4 | . | i | i
Cc1ccc(-c2cc(NC(=O)c3ccccc3[N+](=O)[O-])n[nH]2)cc1 | -10 | i | i | i | i | i | i | 0 | 0 | i | i
O=C(O)CCNC(=O)c1ccc(NC(=O)Cc2ccc(Cl)cc2)cc1 | -6 | i | i | i | i | i | i | 4 | 3 | i | i
O=C(NCCN1CCOCC1)c1ccc(Cl)c(S(=O)(=O)N2CCCCC2)c1 | -3 | i | i | i | i | i | i | -4 | 1 | i | i
Cn1c(Cn2c(=O)sc3ccccc32)nnc1SCc1ccccc1 | -8 | i | i | i | i | i | i | -5 | -2 | i | i
COc1ccc(NC(=O)c2ccc(NCCN3C(=O)CCC3=O)c([N+](=O)[O-])c2)cc1 | -15 | i | i | i | i | i | i | 1 | 5 | i | i
COc1cc(-c2nnc(Cn3cc(C(F)(F)F)ccc3=O)o2)cc(OC)c1OC | -7 | i | i | i | i | i | i | -1 | 11 | i | i
Cc1ccsc1-c1nc(CN(C)C(C2CC2)C2CC2)c(C)o1 | -9 | i | i | i | i | i | i | -1 | -5 | i | i
O=c1[nH]ncc(N2CCN(Cc3ccccc3)CC2)c1Cl | -8 | i | i | i | i | i | i | -15 | 0 | i | i
O=C(O)C1C2C=CC3(CN(CC(O)COc4ccccc4)C(=O)C13)O2 (stereo not given) | -6 | i | i | i | i | i | i | -13 | -9 | i | i
Cc1cccc(C(=O)N[C@H](C(=O)Nc2cccc(S(=O)(=O)N3CCCC3)c2)C(C)C)c1 | -18 | i | i | i | i | i | i | 0 | 2 | i | i
Cc1ccc(Cl)cc1NC(=O)c1ccc(CSc2nnnn2C)cc1 | -3 | i | i | i | i | i | i | 3 | -5 | i | i
O=C(Nc1ccc2c(c1)CCC2)c1cc(S(=O)(=O)Nc2ccc(F)cc2)c(Cl)cc1Cl | -4 | i | i | i | i | i | i | 103* | 11 | i | i
CN(C(=O)c1cccnc1)c1nnc(-c2cccnc2)s1 | -4 | i | i | i | i | i | i | -5 | 2 | i | i
COc1ccc(CN2C(=O)c3ccccc3C2C(=O)NC2CCC(C)CC2)c(OC)c1 (stereo not given) | -7 | i | i | i | i | i | i | 7 | 7 | i | i
Cn1c(SCC(=O)N2CCN(c3ccccc3)CC2)nnc1-c1cc2ccccc2o1 | -9 | i | i | i | i | i | i | 3 | 2 | i | i
CCN1CCN(CCCNC(=O)c2ccc3c(c2)N(Cc2ccccc2)CCS3)CC1 | -9 | i | i | i | i | i | i | -8 | -63 | i | i
O=C(Cc1ccc(-n2c(=O)[nH]c3ccccc3c2=O)cc1)N1CCN(c2ccccc2)CC1 | -13 | i | i | i | i | i | i | 4 | 0 | i | i
O=C(Nc1ccc(N2CCOCC2)cc1)NC1CCCCC1 | -2 | i | i | i | i | i | i | -7 | 2 | i | i
CNc1ccc(Br)cc1C(O)c1ccccc1 (stereo not given) | -5 | i | i | i | i | i | i | -17 | 10 | i | i
O=c1cc(N2CCCC2)c(-c2ccccc2)n[nH]1 | -8 | i | i | i | i | i | i | 21 | -8 | i | i
COc1cc(/C=C2/C(=N)N3C(=NC2=O)SN=C3S(=O)(=O)C(C)C)ccc1OC(=O)c1ccco1 | -19 | i | i | i | i | i | i | 9 | 3 | i | i
COCCn1c(-c2ccccc2)csc1=Nc1cccnc1 | -11 | i | i | 25* | i | i | i | -2 | -1 | i | i
CS(=O)(=O)Cc1ccc(C(=O)NCC2(N3CCCCC3)CCCCC2)cc1 | -1 | i | i | i | i | i | i | -4 | -10 | i | i
O=C(c1csc2c1CCCC2)N1CCN(c2cccc(C(F)(F)F)c2)CC1 | -7 | i | i | i | i | i | i | 14 | -9 | i | i
(cont.)
SMILES | hERG rescue | KCNQ1 inh | TMEM16A act | TMEM16A inh | KCNK3 inh | KCNQ1 pot | RGS4 pot | SKKanGAS inh | HDAC3 inh | RGS4 inh | KCNK9 block
O=C(/C=C/NNC(=O)c1ccccc1)c1ccccc1 | -9 | i | i | i | i | i | i | 7 | 7 | i | i
Cn1nnnc1CCOCCc1nnnn1C | -7 | i | i | i | i | i | i | 0 | 6 | i | i
CCCCn1c(=N)n(CC(=O)c2ccco2)c2ccccc21 | -6 | i | i | i | i | i | i | -1 | -2 | i | i
CCC(=O)N1c2ccc(S(=O)(=O)CCC(=O)Nc3nccs3)cc2CC1C (stereo not given) | -4 | i | -8.9* | i | i | i | i | 0 | 1 | i | i
COc1cc(OC)cc(C(=O)NCCCCc2ccccc2)c1 | -11 | i | i | i | i | i | i | -23 | 2 | i | i
Cc1ccc(NC(=O)CSc2nc3c(cc2C#N)C(=O)CCC3)cc1S(=O)(=O)N(C)C | -9 | i | i | i | i | i | i | -10 | -4 | i | i
N#Cc1ccc(C(c2nnnn2C2CCCC2)N2CCC(Cc3ccccc3)CC2)cc1 (stereo not given) | -10 | i | i | i | i | i | i | -10 | -2 | i | i
Cc1nc2nc(C)c(CCC(=O)N3CCc4ccccc43)c(C)n2n1 | -7 | i | i | i | i | i | i | 2 | -2 | i | i
COc1ccc2[nH]c(=O)c(CN(C(C)=O)c3cccc(C)c3)cc2c1 | 2 | i | i | i | i | i | i | 2 | 2 | i | i
COc1cccc(CNCCNC(=O)c2ccco2)c1OC | -9 | i | i | i | i | i | i | 1 | -3 | i | i
CC1CN(c2ccc(Cl)cc2)c2nc3c(c(=O)[nH]c(=O)n3C)n2C1 (stereo not given) | -1 | i | i | . | i | i | i | -5 | . | i | i
CCOC(=O)N1CCC(Nc2c(NCCN3CCN(Cc4ccccc4)CC3)c(=O)c2=O)CC1 | -6 | i | i | i | i | i | i | -9 | 9 | i | i
COc1ccc(CSC2=CS(=O)(=O)c3ccccc3N2)cc1 | 0 | i | i | i | i | i | i | 5 | 3 | i | i
COc1cccc(NC(=O)c2ccnc(N3CCC(C(=O)NCc4cc(OC)ccc4OC)CC3)c2)c1 | -10 | i | i | i | i | i | i | 7 | -3 | i | i
CC(=O)c1ccc(NC(=O)CN(C)CC(=O)Nc2cccc(F)c2)cc1 | 3 | i | i | i | i | i | i | -2 | -5 | i | i
CCOC(=O)c1ccc(NC(=O)CSCC(=O)OCC(=O)c2ccccc2)cc1 | -11 | i | i | i | i | i | i | 1 | -1 | i | i
Cc1ccc(C)c2[nH]c(=O)c(CN(CC3CCCO3)S(=O)(=O)c3ccc4c(c3)OCCO4)cc12 (stereo not given) | -14 | i | i | i | i | i | i | -10 | -5 | i | i
N#CCCCSc1nnc(CSc2nc3ccccc3s2)n1-c1ccccc1 | -11 | i | i | i | i | i | i | 5 | -1 | i | i
CC(OC(=O)CNC(=O)c1ccc(Cl)cc1)C(=O)NC1CCCCC1C (stereo not given) | -10 | i | i | i | i | i | i | -13 | . | i | i
CC1(CCc2ccccc2)NC(=O)N(CC(=O)N2CCCCCC2)C1=O (stereo not given) | -10 | i | i | i | i | i | i | -1 | -4 | i | i
COCCCNC(=O)C1C2C=CC3(CN(Cc4ccc(C)cc4)C(=O)C13)O2 (stereo not given) | -8 | i | i | i | i | i | i | 1 | -3 | i | i
COc1ccc(C2(CNC(=O)CCC(=O)O)CCCC2)cc1OC | -8 | i | i | i | i | i | i | -7 | 0 | i | i
CC(C)c1ccc(C2N3CC4([N+](=O)[O-])CN2CC([N+](=O)[O-])(C3)C4(C)C)cc1 (stereo not given) | -1 | i | i | i | i | i | i | -17 | 1 | i | i
CC(C)(C)c1cccc(Oc2nn[nH]n2)c1 | -4 | i | i | i | i | i | i | 1 | -7 | i | i
O=Cc1ccccc1-c1cn(CCCOCc2ccccc2)nn1 | -4 | i | i | i | i | i | i | -18 | 6 | i | i
(next part)
SMILES | hERG rescue | KCNQ1 inh | TMEM16A act | TMEM16A inh | KCNK3 inh | KCNQ1 pot | RGS4 pot | SKKanGAS inh | HDAC3 inh | RGS4 inh | KCNK9 block
CC(C)CNC(=O)c1ccc(Cl)c(N)c1 | -4 | i | . | i | . | i | i | 4 | -4 | i | i
O=C(C1CCCN(Cc2ccccc2)C1)N1CCCCC1 (stereo not given) | -6 | i | i | i | i | i | i | -1 | -2 | i | i
N#Cc1ccc(OCC(=O)NCCc2ccccn2)cc1 | -6 | i | i | i | i | i | i | -5 | -1 | i | i
CCn1c(SCC(=O)OC(C)C)nnc1-c1cccc(Cl)c1 | -11 | i | i | i | i | i | i | 4 | 0 | i | i
c1ccc(OCCOCCSc2ncccn2)cc1 | -6 | i | i | i | i | i | i | 0 | 7 | i | i
COc1ccc(NC(=O)CC2SC(=NCC3CCCO3)NC2=O)c([N+](=O)[O-])c1 (stereo not given) | -6 | i | i | i | i | i | i | 2 | 2 | i | i
Cc1cc(C)c[n+](-c2nc([O-])sc2C=O)c1 | -7 | i | i | i | i | i | i | 9 | 3 | i | i
CC(C)(C)c1ccc(OCC(=O)O)cc1 | -8 | i | i | i | i | i | i | -5 | -3 | i | i
Cc1cc(C)cc(NC(=O)CSc2ccccc2)c1 | -3 | i | i | i | i | i | i | -2 | 2 | i | i
CCCc1nc2oc3c(NCCN4CCOCC4)ncnc3c2c2c1CCCC2 | 2 | i | i | i | i | i | i | 2 | 4 | i | i
O=C(O)c1cc(-n2[nH]c(=O)c3ccccc3c2=O)ccc1Cl | -3 | i | i | i | i | i | i | -4 | -2 | i | i
CCOC(=O)c1cc(-c2ccccc2)nn1-c1ccccn1 | -11 | i | i | i | i | i | i | -5 | 3 | i | i
Oc1ccc(Nc2nc(-c3ccccc3O)nc3ccccc23)cc1 | -11 | i | i | i | i | i | i | 20 | 13 | i | i
O=C(NCCN1CCOCC1)c1cc(-c2ccccc2Cl)on1 | 5.1* | i | i | i | i | i | i | 0 | -1 | i | i
CC(NC(=O)NNC(N)=S)(C(F)(F)F)C(F)(F)F | -7 | i | i | i | i | i | i | -1 | 1 | i | i
CCOc1ccc(OCC(=O)NCCS(=O)(=O)N2CCN(c3ccc(F)cc3)CC2)cc1 | -6 | i | i | i | i | i | i | -4 | -2 | i | i
COc1cc(/C=N/Nc2nc3ccccc3[nH]2)ccc1O | -19 | i | i | i | i | i | i | -4 | 6 | i | i
